SRC2 inh – human SRC2 (NCOA2) inhibition | Q15596 | HEK293 GAL4-SRC2 luciferase reporter, luminescence | inhibition, % at 9 µM | 370,000 tested, 0.17% active;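 active = inhibition above the mean inhibition of all tested compounds plus 3 SD, set per campaign, cut at about 52% in these data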;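 note: 0% = DMSO treated cells and 100% = cells given Gossypol at 36 µM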
C8 TRAIL sens – caspase-8 TRAIL sensitization. NB7+C8 cells + TRAIL, ATPlite viability luminescence. inhibition (viability loss, TRAIL sensitization), % at 10 µM. 360,000 tested, 1% active. AID 624354;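 active = compounds causing at least 50% loss of cell viability in the single-dose screen, relative to plate controls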
EBV LMP1 NFkB – inhibitors of Epstein-Barr LMP1-induced NF-kappaB reporter; inhibition, % at 12.5 µM; LMP1-induced NF-kappaB luciferase reporter cells, luminescence; 350,000 tested, 0.69% active; in the data active = inhibition above about 41%; inconclusive = no clear call, values can overlap the other calls;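 note: 0% = neutral control wells and 100% = reference inhibitor control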
SRC3 inh – inhibits human SRC3 coactivator; HEK293 GAL4-SRC3 luciferase reporter, luminescence; 360,000 tested, 0.17% active; inhibition, % at 3.6 µM; AID 588352;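 active = inhibition above a per-campaign cutoff, the mean of all compounds plus 3 SD, cut at about 60% in these data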;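 note: 0% = DMSO-treated cells and 100% = gossypol-treated cells at 36 µM; higher means less SRC3-driven luciferase light from the GAL4 reporter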
SRC1 inh – inhibitors of human steroid receptor coactivator 1 (SRC1) | inhibition, % at 3.6 µM | AID 588354 | HEK293 GAL4-SRC1 luciferase reporter, luminescence | 360,000 tested, 0.12% active | Q15788;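 active = inhibition above the campaign mean plus 3 SD, with each screening campaign given its own cutoff, cut at about 60% in these data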;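 note: 0% = DMSO treated cells and 100% = gossypol at 36 µM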
NR5A2 inv ag – NR5A2 inverse agonism in reporter assay; O00482; HEK293T StAR-luciferase reporter, LRH-1 transfected, 24 h; inhibition, % at 3.6 µM; 360,000 tested, 0.13% active; AID 602396;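 active = inhibition above the mean inhibition of all tested compounds plus 3 SD, cut at about 73% in these data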;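 note: 0% = DMSO wells and 100% = reporter-only cells lacking LRH-1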
NOD2 RIPK2 PPI – NOD2-RIPK2 protein interaction inhibition; inhibition, % at 4.98 µM; O43353; 360,000 tested, 0.38% active; CHO BLA complementation NOD2-RIPK2, CCF4 ratio; in the data active = inhibition above about 21%;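 note: 0% = vehicle only and 100% = reference blocker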
COUP-TFII inh – inhibitors of human COUP-TFII (NR2F2) | P24468 | HEK293T NGFI-A luciferase reporter, luminescence | inhibition, % at 8.6 µM | 370,000 tested, 0.7% active | AID 686940;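 active = inhibition above a per-plate cutoff, mean inhibition of test wells between control levels plus 3 SD, cut at about 38% in these data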;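 note: cells cotransfected with COUP-TFII expression vector driving the NGFI-A reporter; 0% = median of COUP-TF2 test wells and 100% = reporter-only cells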
TLR9-MyD88 inh – blocks human TLR9 binding to MyD88. inhibition, % at 4.98 µM. CHO BLA complementation TLR9-MyD88, CCF4 FRET ratio. 340,000 tested, 0.21% active. AID 504734;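 active = inhibition above the mean over all tested compounds plus 3 SD, cut at about 21% in these data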;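 note: 0% = DMSO only wells and 100% = clavulanate BLA inhibitor control wells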
Vif imaging – blocks HIV Vif function. inhibition, % at 7.49 µM. AID 602346. 340,000 tested, 0.35% active. HEK293T cells, Vif self-association by quenched fluorescence, imaging, 24 h; in the data active = inhibition above about 50%, passing the limit was not always enough; inconclusive = no clear call, values can overlap the other calls; inactive = below about 31%; note: some results filed as inactive read as strong as hits
TROY NFkB inh – inhibitors of TROY-dependent NF-kB signaling. 360,000 tested, 0.98% active. Q293 LMP1-TROYcd NF-kB luciferase reporter, 4 h. inhibition, % at 10 µM. AID 1347056;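 active = compounds whose plate-normalised and pattern-corrected inhibition of the luciferase reporter signal at the single screening dose is 50% or more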
An asterisk follows results filed as active; ? = inconclusive; / = not tested or not shown. Not all compounds are listed; the hit share may differ from the screen's.

Below each compound: SRC2 inh	C8 TRAIL sens	EBV LMP1 NFkB	SRC3 inh	SRC1 inh	NR5A2 inv ag	NOD2 RIPK2 PPI	COUP-TFII inh	TLR9-MyD88 inh	Vif imaging	TROY NFkB inh
- CCOC(=O)N1CCC(N(CCN(C)C)C(=S)Nc2ccccc2OC)CC1
→ 4	20	5	0	4	4	5	19	8	-1	2
- O=C(CSc1nnc(SCc2ccccc2Cl)s1)N/N=C/c1c[nH]c2ccccc12
→ 2	24	12	-4	-10	23	10	6	2	1	23
- COc1ccc(Cl)cc1NC(=O)CSc1cccc[n+]1[O-]
→ -3	-4	8	-6	4	-15	1	-4	-3	33	-2
- Cc1nn(-c2ccccc2)nc1C(=O)OCC(=O)N1CCCCC1C (centres undefined)
→ -28	10	0	-7	-18	2	0	-12	-3	2	-27
- Cc1cccc(NC(=O)C2CCN(S(=O)(=O)c3cccs3)CC2)c1
→ -29	-3	-7	5	1	-1	-9	-1	0	0	-7
- CN(C)S(=O)(=O)c1ccc(S(=O)(=O)NCc2ccc3c(c2)OCO3)cc1
→ -3	-8	3	2	11	12	-6	15	-7	0	12
- CCCNC(=O)/C=C/c1ccc(S(=O)(=O)Nc2ccccc2OC)cc1
→ 10	-3	1	5	-5	7	-1	12	0	18	1
- Cc1cc(C)c2[nH]c(=O)c(CN(CC3CCCO3)C(=S)Nc3ccccc3)cc2c1 (centres undefined)
→ -2	-30	-8	13	-8	3	0	27	-7	-5	-26
- CC(=O)Nc1ccc(C23CC4CC(CC(C4)C2)C3)cc1
→ -7	1	-16	4	11	0	10	-3	1	-2	-18
- O=C(COC(=O)c1ccccc1NC(=O)c1ccccc1)c1cccc([N+](=O)[O-])c1
→ -4	-16	-10	7	6	-9	-2	5	-12	10	-1
- CN(C)c1ccc(C(=O)OCC(=O)Nc2ccc(S(N)(=O)=O)cc2)cc1
→ -20	-4	1	4	-7	0	8	11	-3	6	5
- COc1ccc(NC(=O)CNS(=O)(=O)c2ccc(Cl)cc2)cc1OC
→ -14	1	-25	4	2	14	-8	9	-9	7	9
- CNC[C@@H]1Oc2ccc(NS(=O)(=O)c3ccc(Cl)cc3)cc2C(=O)N([C@H](C)CO)C[C@@H]1C
→ -8	-24	-1	15	-10	-16	-11	9	-5	-10	-13
- CCCC(O)(c1ccc(Br)cc1)C(CN1CCOCC1)c1ccc(Cl)cc1 (centres undefined)
→ -19	9	1	-14	4	7	-3	0	-10	-5	33
- C=COC(=O)c1sc2nc(C)cc(C)c2c1N
→ -9	22	-4	-12	-11	-26	-3	4	7	-12	-26
- Cc1ccc(C(C(=O)NC2CCCC2)N(CCCO)C(=O)Cn2nnc(-c3ccc(C)o3)n2)cc1 (centres undefined)
→ -1	3	7	1	0	3	-2	3	12	18	7
- CCO/N=C(\N)c1[nH]ncc1Br
→ -27	3	-1	11	-2	-4	0	14	-16	12	-1
- COc1ccc(CN2CCN(C(=O)c3cc(OC)c(OC)c(OC)c3)CC2)cc1OC
→ /	14	-2	15	1	30	7	/	-4	14	-4
- O=C(NNC(=S)NCc1ccccc1)c1ccccc1OC(F)F
→ -3	18	1	15	5	5	-4	14	2	0	-3
- Cc1cccc(C)c1NC(=O)C1(C)CSCC(=O)N1Cc1ccco1 (centres undefined)
→ -4	13	/	/	/	-2	4	9	/	/	/
- CCCCc1c(O)nc(SCC(=O)Nc2cccc3ccccc23)n(-c2ccccc2OC)c1=O
→ 16	9	-15	9	-9	8	-12	13	2	-3	-1
- Cc1cccc(C(=O)N2CCN(c3ccccn3)CC2)c1
→ -12	-4	-7	11	12	-17	-13	12	-11	-3	10
- CCC(=O)OC1(C(C)=O)CCC2C3CCC4=CC(=O)CCC4(C)C3CCC21C (centres undefined)
→ -15	11	12	-12	-14	-5	3	5	-8	-3	0
- CCC(=O)Nc1ccc(-c2nnc(SCc3ccc(C(=O)Nc4nccs4)cc3)n2CC)cc1
→ 9	8	-11	-18	-32	-59	1	3	-6	67*	4
- CC(C)(C)NC(=O)C(c1ccccc1)N(Cc1ccco1)C(=O)c1csnn1 (centres undefined)
→ -16	-3	0	2	-15	-12	-6	6	-9	12	7
- CCOC(=O)CSc1nc(=O)n2ccccc2n1
→ 4	3	-2	9	15	1	-1	6	1	0	9
- CCN1C(=O)c2cccc3c(N)ccc(c23)C1=O
→ -26	3	-20	-8	2	-6	27*	12	25*	/	-27
- COc1ccc(CNC(=O)NCc2ccc(OC)c(OC)c2)cc1OC
→ 17	10	2	-11	0	7	1	-7	-6	0	-4
- COc1ccc(N=CC2=C(O)c3ccccc3C2=O)cc1
→ -48	88*	37	-61	-112	-172	2	-48	-6	3	74*
- COc1ccc(CN(C)C(=O)COC(=O)c2c(C)nn(-c3ccc(F)cc3)c2Cl)cc1
→ -7	-10	2	0	-22	16	-9	3	-5	-4	6

Further records follow:
Below each compound: SRC2 inh	C8 TRAIL sens	EBV LMP1 NFkB	SRC3 inh	SRC1 inh	NR5A2 inv ag	NOD2 RIPK2 PPI	COUP-TFII inh	TLR9-MyD88 inh	Vif imaging	TROY NFkB inh
- O=C(NCc1ccccn1)c1cc2n(n1)C(C(F)(F)F)CC(c1ccco1)N2 (centres undefined)
→ -3	-10	8	-2	-23	-8	-120	9	-14	11	-2
- CCOc1ccc(NC(=O)CSc2nc3ccccc3c(=O)n2Cc2cccs2)cc1
→ -5	-7	-7	18	6	0	-4	-16	7	-6	-7
- Cc1ccc(C(=O)NCC(=O)NCCc2ccc(S(N)(=O)=O)cc2)s1
→ 2	13	3	17	-16	-9	3	-1	7	-3	-4
- CC(=O)c1ccc(S(=O)(=O)N2CCN(CCOc3ccc(Br)cc3)CC2)cc1
→ 27	20	24	20	28	36	-4	63*	-9	-4	22
- CC(C)CC1=NN(C(=O)c2ccco2)C(O)(C(F)(F)F)C1 (centres undefined)
→ -5	1	-20	14	-22	3	-6	2	-5	2	4
- Cc1cn([C@H]2C[C@H](O)[C@@H](/C=C/C(=O)NCCc3ccc4ccccc4c3)O2)c(=O)[nH]c1=O
→ -20	-16	/	13	4	3	3	11	/	8	5
- O=C(c1ccc(N2CCOCC2)c([N+](=O)[O-])c1)N1CCN(Cc2ccccc2)CC1
→ -24	-7	6	-8	-1	-7	1	-12	4	1	2
- CN(CCCC(=O)NC1CC(C)(C)NC(C)(C)C1)S(=O)(=O)c1ccc([N+](=O)[O-])cc1
→ -12	-2	-8	-6	-2	9	-4	6	6	5	9
- COCc1nc2ccccc2n1Cc1ccc(Br)cc1
→ -32	0	-16	-33	-13	-23	-9	-16	-3	-2	-8
- CC(C)C[C@@H](CNCC(=O)[C@H](Cc1c[nH]c2ccccc12)NC(=O)c1[nH]cnc1C(=O)N[C@@H](C)CN)NC(=O)c1nc[nH]c1C(=O)N[C@@H](Cc1ccccc1)C(=O)O
→ 11	6	1	-18	-8	1	1	6	-1	11	1
- O=C(Cc1ccc(F)cc1)N1CCC2(CC1)NCCc1[nH]cnc12
→ 13	16	-5	-2	11	2	4	12	8	4	-5
- Cc1cccc(NC(=O)CN2CCOCC2)c1C
→ -26	-4	-2	9	4	5	-10	-10	-7	21	8
- CC1(OC(=O)CCc2ccccc2)C(=O)C=C2C=C(c3ccc(C#N)cc3)N(C3CC3)C=C2C1=O (centres undefined)
→ 6	1	?	-10	9	-8	-1	-13	-10	/	19
- CC(=O)Nc1ccccc1OCC(=O)NCC(F)(F)F
→ -9	-8	-4	4	0	-7	-1	-15	-2	-9	7
- O=C1NCC2=C1C(c1ccccc1)Nc1ccccc1N2 (centres undefined)
→ -16	3	-1	-8	-20	-32	-1	-25	0	-2	-34
- O=C(O)c1ccc(/C=N/O)cc1
→ -5	-11	-14	1	-15	-10	-6	-22	3	-2	8
- CN(C)C(CNC(=O)c1cccc(S(=O)(=O)N(C)C)c1)c1ccccc1 (centres undefined)
→ -7	1	-8	-6	-13	-6	2	3	9	7	5
- O=C(NCC1CCCN(C(=O)c2cc(Cl)ccc2F)C1)c1ccc(F)cc1 (centres undefined)
→ -15	1	-7	2	9	5	-4	-12	0	-8	-9
- COc1ccccc1-c1cc(C(F)(F)F)nc(S(=O)(=O)CCCC(=O)NCc2ccc(F)cc2)n1
→ 4	21	14	9	-18	-5	-6	1	2	24	84*
- CC(=O)N1CCN(C(=O)c2cc(S(=O)(=O)N3CCN(c4ccccc4)CC3)ccc2Cl)CC1
→ -12	-11	-2	15	-6	-3	4	21	-6	/	7
- O=C(COC(=O)C1CCCN1C(=O)c1cccs1)Nc1ccc2c(c1)OCO2 (centres undefined)
→ 26	-11	-2	-9	-10	-16	0	-1	-6	-2	/
- Cc1ccc(NC(=O)Cn2ccc([N+](=O)[O-])n2)cc1C
→ 1	-5	11	0	-19	13	3	17	1	-2	5
- CCCCN1C(=O)C(CC(=O)NCCc2ccccn2)CC(C(=O)N(C)C)=C1C (centres undefined)
→ -11	-13	1	-13	-31	-7	-8	-8	-6	15	-29
- Cc1cccc2sc(N(CCCN(C)C)C(=O)c3ccc(Cl)s3)nc12
→ 3	-12	-17	-3	-15	1	8	-2	-20	-3	-39
- O=C(CSC1=NNC(c2ccccn2)S1)Nc1cccc(Cl)c1 (centres undefined)
→ -17	-12	-11	-34	-24	-70	-9	9	/	/	7
- CSCC[C@H](NC(=O)C1CCN(S(=O)(=O)c2ccc(C)cc2C)CC1)c1nc2ccccc2[nH]1
→ -6	8	3	-16	-1	3	-7	13	-13	-7	-14
- COc1ccc2nc(SCC(=O)Nc3ccc4[nH]c(=O)[nH]c4c3)[nH]c2c1
→ 0	0	6	-21	-13	7	-11	5	5	32	5
- COc1cc(N=Nc2ccccc2C(=O)O)ccc1O
→ -17	-38	4	-3	-13	-7	0	1	-9	6	5
- O=C(C(=S)N1CCOCC1)c1c[nH]c2ccccc12
→ -5	2	3	2	0	2	-9	17	-4	-4	1
- CC(C)(C)c1ccc(CNC(=O)C2CCCN2C(=O)Nc2ccccc2)cc1 (centres undefined)
→ -15	16	-2	8	-18	0	-4	-22	0	1	-12

Continuation:
Below each compound: SRC2 inh	C8 TRAIL sens	EBV LMP1 NFkB	SRC3 inh	SRC1 inh	NR5A2 inv ag	NOD2 RIPK2 PPI	COUP-TFII inh	TLR9-MyD88 inh	Vif imaging	TROY NFkB inh
- O=C1N/C(=N\N=C\c2cccs2)SC1Cc1cccc(Cl)c1 (centres undefined)
→ 17	-15	14	4	16	-2	0	3	-7	1	33
- COc1ccccc1NC(=O)c1ccccc1N(Cc1ccccc1)S(C)(=O)=O
→ 1	6	-4	16	8	-9	-1	20	-9	2	24
- Nc1nccc(N2CCCCC2)n1
→ -40	-14	-10	-5	4	-11	-9	4	-5	5	18
- NC(=O)C1CCN(c2nc3ccccc3nc2NS(=O)(=O)c2ccc(Br)cc2)CC1
→ -3	5	-2	12	-13	0	-13	0	-14	21	-17
- CCCN(CC(=O)Nc1ccccc1C)C(=O)c1cccc(S(=O)(=O)N2CCc3ccccc3C2)c1
→ 16	17	8	-24	15	0	3	12	-15	-10	13

Marked active in COUP-TFII inh, among the entries above:
mol | SRC2 inh | EBV LMP1 NFkB | SRC3 inh | SRC1 inh | NR5A2 inv ag | NOD2 RIPK2 PPI | COUP-TFII inh | TLR9-MyD88 inh | Vif imaging
CC(=O)c1ccc(S(=O)(=O)N2CCN(CCOc3ccc(Br)cc3)CC2)cc1 | 27 | 24 | 20 | 28 | 36 | -4 | 63* | -9 | -4

Assay outcomes from PubChem BioAssay.
